ARFGAP1 inh: inhibits rat ARF GTPase activating protein 1 | Arfgap1-stimulated ARF1 GTP hydrolysis, GDP FP detection | 0.26% of 360,000 active | Q62848 | inhibition, % at 16.5 µM;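 active means inhibition above a per-plate limit, mean inhibition of low control wells plus 3 SD, cut at about 25% in these data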;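 further: 0% = DMSO wells with enzyme and 100% = wells lacking Arfgap1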
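Material – truncated rat Arfgap1 GAP domain · Buffer or medium – HEPES-based buffer, pH 7.5 · Reagent – human ARF1(Δ1-17)-GTP substrate · Dosing – 16.5 µM single point, 1.26% DMSO · Schedule – GTP hydrolysis reaction 2 h at 25 °C · Technique – GDP detection by fluorescence polarization · Benchmarks – No-Arfgap1 wells (100%) versus DMSO full-reaction wells (0%) · Repeats – single replicate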
PLCb3 inh: blocks human PLC-beta3 enzyme activity. Purified PLC-beta3, fluorogenic substrate, fluorescence. Q01970. inhibition, % at 12.2 µM. 0.18% of 370,000 active; in the data active means inhibition above about 11%;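 further: 0% = median of compound wells on plate and 100% = full blocker control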
TDP2 inh: TDP2 (human) inhibition, absorbance primary screen; recombinant TDP2, T5PNP hydrolysis, p-nitrophenol absorbance 415 nm; 0.34% of 370,000 active; O95551; inhibition, % at 12.8 µM; AID 720702;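 active means inhibition above the mean of all tested compounds plus 3 SD, set per campaign, cut at about 25% in these data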;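 further: 0% = DMSO with enzyme and 100% = buffer with substrate but no TDP2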
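Assay system: Recombinant human TDP2 | Quantity: 120 nM TDP2 per well | Incubation: 2 h at 37 °C | Signal: Epi absorbance | Evaluation: Percent inhibition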
SIAE primary: human SIAE inhibition, primary screen | SIAE FP-Rh probe binding, fluorescence polarization | 0.69% of 370,000 active | AID 1053197 | inhibition, % at 9.66 µM;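 active means inhibition above a cutoff: mean of compounds within the control limits plus 3 SD of those, cut at about 17% in these data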;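 further: 0% = plate median of compound wells and 100% = probe without SIAE protein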
Target sequence (Q9HAT2 whole entry, looked up): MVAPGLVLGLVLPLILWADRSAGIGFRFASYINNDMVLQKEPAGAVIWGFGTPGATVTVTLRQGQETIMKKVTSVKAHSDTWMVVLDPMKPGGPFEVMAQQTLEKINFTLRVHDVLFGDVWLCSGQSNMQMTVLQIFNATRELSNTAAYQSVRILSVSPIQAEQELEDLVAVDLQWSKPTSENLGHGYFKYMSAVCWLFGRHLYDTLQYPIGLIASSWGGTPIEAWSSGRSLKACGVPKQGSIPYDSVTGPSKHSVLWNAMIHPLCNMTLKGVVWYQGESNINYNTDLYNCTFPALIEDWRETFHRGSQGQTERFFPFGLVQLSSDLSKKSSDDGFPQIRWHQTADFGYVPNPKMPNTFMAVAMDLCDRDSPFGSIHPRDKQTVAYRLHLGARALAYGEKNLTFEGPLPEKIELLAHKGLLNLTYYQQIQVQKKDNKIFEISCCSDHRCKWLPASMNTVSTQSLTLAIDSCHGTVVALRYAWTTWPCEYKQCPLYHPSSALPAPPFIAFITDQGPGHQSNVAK
DDE Tn7 FP inh: inhibitors of Tn7 peptide binding to human fibrin DD(E); inhibition, % at 8.3 µM; 0.13% of 370,000 active; AID 720508; FP displacement of FITC-Tn7 peptide from fibrin DD(E); 0% = median of compound wells per plate; P02675;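 active means inhibition above the mean of compounds falling within the control limits plus 3 SD of them, cut at about 14% in these data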;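 further: 0% = plate median of compound wells and 100% = 10 µM Aha-Tn7 peptide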
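Also added: labelled Tn7 tracer, 0.1 µM; Assay system: human fibrin DD(E) protein; Amount: 2 µM fibrin DD(E); Schedule: 10 min compound pre-incubation, 3 h probe incubation at room temperature; Repeats: one replicate per compound; Read-out basis: percent inhibition; Measured by: fluorescence polarization of the labelled Tn7 tracer.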
PLCg1 inh: PLC-gamma1 (human) inhibition, primary screen. purified PLC-gamma1, fluorogenic substrate, fluorescence. inhibition, % at 12.2 µM. 0.84% of 370,000 active. AID 720700; in the data active means inhibition above about 9.5%
ASAP1 inh: inhibitors of human ASAP1 ArfGAP activity | inhibition, % at 16.5 µM | Q9ULH1 | 0.19% of 360,000 active | ASAP1-stimulated ARF1 GTP hydrolysis, GDP FP detection; in the data active means inhibition above about 25%;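 further: 0% = vehicle with enzyme and substrate and 100% = no enzyme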
ADAM17 inh: inhibits human ADAM17. P78536. recombinant ADAM17, EDANS/DABCYL FRET peptide cleavage. inhibition, % at 6.95 µM. 0.83% of 370,000 active;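 active means inhibition above the mean of compounds lying between control limits plus 3 SD, set per campaign, cut at about 8.5% in these data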;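 further: 0% = DMSO-only wells as the low control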
Tn6 DDE FP: inhibitors of Tn6 peptide binding to human fibrin DD(E); P02675; Fibrin DD(E) TRITC-Tn6 fluorescence polarization displacement; inhibition, % at 8.3 µM; 0.21% of 370,000 active;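 active means inhibition above a per-campaign cutoff: mean of compounds within control limits plus 3 SD, cut at about 15% in these data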;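 further: 0% = median of all compound wells on the plate and 100% = blocking peptide control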
ADAM10 inh: inhibits human ADAM10; O14672; recombinant ADAM10, EDANS/DABCYL FRET peptide cleavage, 3 h; inhibition, % at 7 µM; 0.62% of 370,000 active; AID 720582;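 active means inhibition above a per-campaign cutoff equal to the mean of compounds falling between control-based bounds plus 3 SD, cut at about 20% in these data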;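 further: 0% = DMSO wells while the 100% control is not disclosed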
Target sequence (O14672 214-748 limits assumed): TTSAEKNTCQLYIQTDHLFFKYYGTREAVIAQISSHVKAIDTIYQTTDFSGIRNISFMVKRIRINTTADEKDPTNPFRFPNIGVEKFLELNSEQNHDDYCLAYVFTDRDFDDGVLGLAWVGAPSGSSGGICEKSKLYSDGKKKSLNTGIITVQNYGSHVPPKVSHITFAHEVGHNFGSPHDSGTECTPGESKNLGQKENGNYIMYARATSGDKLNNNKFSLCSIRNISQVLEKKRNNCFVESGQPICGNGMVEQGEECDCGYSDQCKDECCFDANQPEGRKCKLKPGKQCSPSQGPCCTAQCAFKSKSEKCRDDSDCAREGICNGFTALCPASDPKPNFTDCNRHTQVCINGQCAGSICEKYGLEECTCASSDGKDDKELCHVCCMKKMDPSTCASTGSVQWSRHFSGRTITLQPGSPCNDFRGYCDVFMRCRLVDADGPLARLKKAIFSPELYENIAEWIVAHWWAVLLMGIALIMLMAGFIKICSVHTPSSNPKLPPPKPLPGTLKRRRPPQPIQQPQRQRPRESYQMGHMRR
* hit, by the source's call; i = inactive; & = joins results of further samples. Rows are unselected. Share with any hit: about 3.6%.

ARFGAP1 inh,PLCb3 inh,TDP2 inh,SIAE primary,DDE Tn7 FP inh,PLCg1 inh,ASAP1 inh,ADAM17 inh,Tn6 DDE FP,ADAM10 inh,SMILES
-7,-2,1,-1,-5,2,-3,1,12,2,COC(=O)[C@H](Cc1ccccc1)NC(=O)N1CCN(c2ccccc2)CC1
-1,5,-14,-4,-2,6,8,-12,-2,-44,COc1ccc2cc(CCNC(=O)C(C)(C)C)c(=O)[nH]c2c1
2,-3,8,2,3,0,-10,-29,4,-106,O=C(NC1CCS(=O)(=O)C1)c1ccc(-c2ccc(Br)cc2)o1 (stereo not drawn)
-3,4,0,0,0,4,-8,6,8,4,COCCCNC(=O)c1ccc(CNS(=O)(=O)c2ccc(NC(C)=O)cc2)cc1
6,-3,7,-2,9,-4,12,-2,2,-14,CCN(C(=O)COC(=O)c1ccc(Cl)nc1)C1CCS(=O)(=O)C1 (stereo not drawn)
1,2,6,7,8,-3,-13,-3,7,-10,Cc1ccc(C(=O)CCC(=O)N2CCC(C(N)=O)CC2)s1
-3,-1,0,-2,0,2,-12,-1,6,-9,CC(OC(=O)CCC(=O)N1CCN(S(=O)(=O)c2ccc3ccccc3c2)CC1)C(=O)NC(N)=O (stereo not drawn)
1,-3,12,2,-3,-4,5,-6,-2,-12,COCCNC(=O)C1CCCN(C(=O)c2cc(-c3cccs3)oc2C)CC1 (stereo not drawn)
0,5,-6,-5,-3,5,-7,-1,-1,2,COC(=O)Cc1c(O)ccn(Cc2ccc(F)cc2)c1=O
-3,-6,-6,1,3,1,-12,0,3,2,O=S(=O)(/C=C/c1ccccc1)N1CCOCC1
4,-7,8,8,-3,-8,-4,1,-2,1,Cc1ccc(SSc2cc(C)ccc2N)c(N)c1
6,1,0,4,2,2,8,-2,2,-4,Cc1ccc([N+](=O)[O-])c(OCCN2CCCCCC2)c1
6,-9,-8,1,-5,-1,-8,-5,-1,1,Cc1ccccc1-n1ncc2c1CC(C)(C)CC2NC(=O)c1snnc1C (stereo not drawn)
3,-5,11,1,-3,0,-19,-1,-2,1,CCOC(=O)Cn1cc(Cl)cc(C(=O)Nc2ccccc2)c1=O
6,0,2,-8,-7,0,9,0,2,6,CCOc1ccc(C2NC(=O)CCC2[N+](=O)[O-])cc1 (stereo not drawn)
11,-8,10,0,5,0,1,-5,9,5,CC(C(=O)Nc1ccc(S(N)(=O)=O)cc1)N1CCc2ccccc21 (stereo not drawn)

Reformatted comma-delimited: part of the list above.
smiles,ARFGAP1 inh,PLCb3 inh,TDP2 inh,SIAE primary,DDE Tn7 FP inh,PLCg1 inh,ASAP1 inh,ADAM17 inh,Tn6 DDE FP,ADAM10 inh
COC(=O)Cc1c(O)ccn(Cc2ccc(F)cc2)c1=O,0,5,-6,-5,-3,5,-7,-1,-1,2
O=S(=O)(/C=C/c1ccccc1)N1CCOCC1,-3,-6,-6,1,3,1,-12,0,3,2
Cc1ccc(SSc2cc(C)ccc2N)c(N)c1,4,-7,8,8,-3,-8,-4,1,-2,1
Cc1ccc([N+](=O)[O-])c(OCCN2CCCCCC2)c1,6,1,0,4,2,2,8,-2,2,-4
Cc1ccccc1-n1ncc2c1CC(C)(C)CC2NC(=O)c1snnc1C (stereo not drawn),6,-9,-8,1,-5,-1,-8,-5,-1,1
CCOC(=O)Cn1cc(Cl)cc(C(=O)Nc2ccccc2)c1=O,3,-5,11,1,-3,0,-19,-1,-2,1
CCOc1ccc(C2NC(=O)CCC2[N+](=O)[O-])cc1 (stereo not drawn),6,0,2,-8,-7,0,9,0,2,6

The list goes on.
ARFGAP1 inh,PLCb3 inh,TDP2 inh,SIAE primary,DDE Tn7 FP inh,PLCg1 inh,ASAP1 inh,ADAM17 inh,Tn6 DDE FP,ADAM10 inh,SMILES
0,-12,2,-7,1,-6,7,-7,4,-13,NC(=O)N/N=C/c1cn(-c2ccccc2)nc1-c1cccs1
13,0,-4,-8,4,6,7,-4,-7,-5,Cc1cccc(-n2c(SCC(N)=O)nc3c(c2=O)C2(CCCCC2)Cc2ccccc2-3)c1
3,-4,4,0,1,0,-3,0,0,2,CCOCCCNC(=O)N[C@H](C(=O)OC)C(C)CC (stereo partly drawn)
-6,-5,3,1,1,-4,0,-5,-3,2,O=C(COC(=O)c1cccnc1)Nc1ccccc1
-4,-8,-3,-8,-5,-6,-2,-5,3,-8,Cc1ccc2nc(/N=C(\N)NC(=O)N3c4ccccc4Sc4ccccc43)nc(C)c2c1
-13,-15,-4,5,-3,-12,5,-4,3,-5,Cc1ccc(/C=N/NC(=O)c2cccs2)s1
12,-9,8,5,3,-1,-1,2,11,5,Cc1cc(C(=O)Nc2ccc(Cl)cc2)c(C)n1Cc1cccs1
-8,1,7,-1,2,0,5,-2,-2,-2,CCOC(=O)C1(CC2CCCCO2)CCN(Cc2cccnc2)CC1 (stereo not drawn)
-11,1,-8,-5,1,-1,11,-2,-4,-4,CC(C)Nc1nc(NC(C)C)nc(Oc2ccc(=O)n(C)n2)n1
1,-4,11,1,-6,1,6,-3,8,-3,COC(=O)c1ccc(COc2ccccc2OC)o1
-2,0,4,-2,1,1,-5,1,-6,0,CCCN1C(C)C(C(=O)OCC)=CN(Cc2ccc(Br)cc2)S1(=O)=O (stereo not drawn)
0,0,11,-3,-2,0,-3,-2,-7,-2,Cc1ccccc1OCCCCCNCCO
1,-1,-8,7,0,3,-3,0,1,-1,O=Cc1c(NCCN2CCCC2)c2ccccc2[nH]c1=O
4,0,9,1,-12,0,-6,-2,2,3,O=C1c2ccccc2CN1CCNC(=S)NC1CCCCC1
0,0,2,-2,2,-2,-8,-4,4,-8,CCCn1c(SCC(=O)N2CC(=O)Nc3ccccc32)n[nH]c1=O
-2,2,-10,3,-4,4,-3,2,-1,8,CSCC[C@H](NC(=O)[C@H]1CC[C@H](CNC(=O)[C@@H]2CCCN2)CC1)C(=O)O
2,-1,4,0,-2,-1,-10,-1,2,4,CC1CCCC(NC(=O)CSc2nnc(N)s2)C1C (stereo not drawn)
-2&5,-350,-6&13,-7&-3,-10&-6,-248,-4&2,-208,-1&-3,i,Cc1ccc(-c2cc(C(=O)O)c3cc(Br)ccc3n2)s1
-5,-6,-1,2,10,0,-4,-3,7,-14,Cc1ccc(S(=O)(=O)N(CCC(=O)NCC(c2ccccc2)N(C)C)c2ccccc2)cc1 (stereo not drawn)
11,-12,-1,4,-2,-13,4,-22,2,-102,NS(=O)(=O)c1ccc(CCNC(=O)c2cc3ccccc3oc2=O)cc1
3,2,9,1,7,1,-10,-8,-4,-1,CN(CC(=O)Nn1cnnc1)S(=O)(=O)c1cc(Cl)ccc1Cl
-1,-2,-9,-3,1,4,4,0,2,-4,CCOC(=O)NNC1CC(=O)N(c2ccc(OC)cc2)C1=O (stereo not drawn)
2,-9,-11,-4,1,-2,5,-5,3,-4,Cc1cccc(NC(=S)NCc2ccccc2Cl)c1C
-13,-7,3,3,3,1,-2,1,0,2,COc1ccc(OCCn2cc(C=O)c3ccccc32)cc1
7,-1,-1,-11,-3,-3,-10,-5,-1,-6,O=C(Cn1nnc(-c2ccccc2NC(=O)c2ccccc2F)n1)NCc1ccco1
-7,0,3,-6,-4,-2,-21,-2,-2,0,CC1CCCCN1C(=O)c1ccc(C(=O)Nc2ccc(F)cc2)cc1 (stereo not drawn)
-3,-3,-2,-10,0,0,0,3,-1,12,Cc1cc2oc(=O)cc(-c3ccccc3)c2c(C)c1-c1ccc(CO)cc1
3,-221,6,-7,5,-161,-4,-11,1,-30,Cc1nn(-c2ccccc2)c2nc3c(cc12)C(=O)CCC3
-1,-6,9,8,4,-1,4,0,-2,6,Cc1csc(NC(=O)NCC2CCCC(CNC(=O)Nc3nc(C)cs3)C2)n1 (stereo not drawn)
5,1,5,5,-10,-1,-7,-1,-1,4,Cc1n[nH]c(C)c1-c1nc2ccccc2[nH]1
4,0,-2,-132,19*,-1,-9,1,-1,-2,O=C(Nc1ccc(Cl)c(Cl)c1)Oc1ccc(NC(=O)c2ccco2)cc1
8,-12,9,3,-4,0,-6,-1,-5,-4,CCOc1cc(/C=N/NC(=O)c2cccnc2)cc(Br)c1OCC(N)=O
-4,0,-18,-13,-9,4,3,4,-1,12,O=C1c2ccccc2C(=O)N1c1ncc(Cc2ccc(Cl)cc2)s1
9,-7,-4,-2,0,-1,-3,-10,-1,1,Cc1ccc(F)cc1NC(=O)COC(=O)COc1ccc(C#N)cc1
4,0,-7,-17,-5,-6,6,-1,-5,-1,COc1ccc(C(=O)Nc2cc(Cl)ccc2C(=O)O)cc1
-3,-5,-9,-5,7,2,3,-4,-2,7,CCN(C(=O)c1c(-c2ccccc2Cl)noc1C)C1CCCCC1
5,-8,4,4,-3,1,3,-5,-11,-8,N#Cc1cnn2c(-c3cccc([N+](=O)[O-])c3)ccnc12
6,0,7,1,6,5,-14,-6,-1,-7,CCN(CC(=O)Nc1c(F)cccc1F)C(=O)CCCOc1ccccc1
2,-5,-6,-4,1,-1,23,-3,-5,7,CCOC(=O)N1CCN(C(=O)c2cc3cc(C)ccc3[nH]2)CC1
-7,-5,-3,-5,7,-1,-8,-3,-3,-13,OCCOCCOCCn1c2ccccc2c2ccccc21
5,-2,3,-3,3,1,-5,-4,-1,-6,NCCNc1cc(N2CCCC2)ccc1[N+](=O)[O-]
-10,-1,-4,4,4,-1,-6,-5,0,-5,N#CC(CC(=O)OCc1ccccc1)NC(=O)OCc1ccccc1 (stereo not drawn)
2,2,-11,-3,-4,2,8,2,7,4,Cn1ccnc1CC(C)(O)c1ccccc1 (stereo not drawn)
-5,1,2,-1,2,-1,-2,-2,5,-2,COc1cccc(NC(=S)NCc2cccnc2)c1
10,0,0,-3,3,4,-16,2,3,-1,Cc1ccc[n+](CC(=O)Nc2cc(C(F)(F)F)ccc2Cl)c1
-13,-2,-7,5,-8,5,-13,0,4,-1,CC(Oc1ccc(Cl)cc1Cl)C(=O)NC(=S)N1CCc2ccccc21 (stereo not drawn)
-9,-10,9,0,3,1,-4,-1,2,-5,CN(C(=O)c1cc(COc2ccc(F)c(F)c2)on1)C1CCOC1 (stereo not drawn)
-1,-227,-10,-8,2,-163,-1,-45,1,-152,COc1ccc(C=C2Cc3ccccc3C2=O)cc1
9,-5,2,-6,8,-3,-1,4,-2,10,Cc1cccc(N2CCN(C(=O)c3cc4n(n3)C(C(F)(F)F)CC(c3ccco3)N4)CC2)c1C (stereo not drawn)
-7,-459,18,4,-5,-340,-13,-302,3,i,O=C(O)c1cc(S(=O)(=O)O)cc(Nc2c3ccccc3nc3ccccc23)c1O
